All columns: NCI-60 one-dose screen, growth in % after 48 h at 10 µM unless noted; 100 = growth as untreated, 0 = no growth, -100 = all killed.
MDA-MB-231: MDA-MB-231 breast cancer. actives 5% (n = 81,000). AID 1794789
MOLT-4: MOLT-4 leukemia cells; actives 6.9% (n = 80,000); AID 1794779
MCF7: MCF7 breast cancer | actives 6.3% (n = 82,000)
K-562: K-562 leukemia. actives 7.4% (n = 78,000). AID 1794777
MDA-MB-468: MDA-MB-468 breast cancer; actives 8.5% (n = 78,000); AID 2202374
RPMI-8226: RPMI-8226 leukemia cells; actives 7.5% (n = 77,000)
CCRF-CEM: CCRF-CEM leukemia; actives 7% (n = 77,000); AID 1794778
SR: SR leukemia cells. actives 8.7% (n = 73,000). AID 1794780
An asterisk follows results filed as active; & = joins results of further samples; ! = not active in a repeat. Rule for the calls: active = growth percent below 10; inactive = the rest.

SMILES | MDA-MB-231 | MOLT-4 | MCF7 | K-562 | MDA-MB-468 | RPMI-8226 | CCRF-CEM | SR
CC(=O)Nc1ccc(C(=O)O)cc1 (tested in a mixture with another compound) | 104.1&94.2 | 93.7&83.0 | 94.0&102.7 | 95.0&82.7 | 100.2&108.1 | 102.9&89.4 | 103.8&81.3 | 96.6&69.4
CC1(C)C2CCC1(CS(=O)(=O)O)C(=O)C2 (stereo not given) | 108.0&94.9 | 109.8&112.5 | 111.7&101.3 | 122.7&99.8 | 123.2 | 91.4 | 103.2&96.1 | 117.4&104.8
CCCCCCCCCCCCCCCC[N+](C)(C)Cc1ccccc1 | -70.1* | -55.3* | -42.3* | -22.5*! | -40.6* | -50.1* | -30.1* | -55.0*

Full records, looked up by structure. Order of values: MDA-MB-231 | MOLT-4 | MCF7 | K-562 | MDA-MB-468 | RPMI-8226 | CCRF-CEM | SR
CC(=O)Nc1ccc(C(=O)O)cc1 (tested in a mixture with another compound) as listed: 104.1&94.2 | 93.7&83.0 | 94.0&102.7 | 95.0&82.7 | 100.2&108.1 | 102.9&89.4 | 103.8&81.3 | 96.6&69.4
CCCCCCCCCCCCCCCC[N+](C)(C)Cc1ccccc1 as listed: -70.1* | -55.3* | -42.3* | -22.5*! | -40.6* | -50.1* | -30.1* | -55.0*

This is a subset; rates above refer to the full screens.
